KDM5B inhibitor – Primary screen for KDM5B Histone Demethylases FDH-coupled qHTS; Potency, µM (top dose mostly 57.7 µM), for the others: at the top dose activity change, negative = inhibition, usual class: inhibitors; AID 1347165, 2019; KDM5B demethylase, FDH-coupled NADH fluorescence (FDH is formaldehyde dehydrogenase); Lysine-specific demethylase 5B (Homo sapiens), Q9UGL1; 220,000 compounds, 2.6% hits; active = well fitted inhibition curve with a large enough effect; inconclusive = small, poorly fitted or top-dose-only effect; inactive = no such curve, though single readings can be large or run the other way; also: 0% is about no effect; nearly all actives have a fitted effect of over 70% in size
Target sequence (Q9UGL1 whole entry, looked up): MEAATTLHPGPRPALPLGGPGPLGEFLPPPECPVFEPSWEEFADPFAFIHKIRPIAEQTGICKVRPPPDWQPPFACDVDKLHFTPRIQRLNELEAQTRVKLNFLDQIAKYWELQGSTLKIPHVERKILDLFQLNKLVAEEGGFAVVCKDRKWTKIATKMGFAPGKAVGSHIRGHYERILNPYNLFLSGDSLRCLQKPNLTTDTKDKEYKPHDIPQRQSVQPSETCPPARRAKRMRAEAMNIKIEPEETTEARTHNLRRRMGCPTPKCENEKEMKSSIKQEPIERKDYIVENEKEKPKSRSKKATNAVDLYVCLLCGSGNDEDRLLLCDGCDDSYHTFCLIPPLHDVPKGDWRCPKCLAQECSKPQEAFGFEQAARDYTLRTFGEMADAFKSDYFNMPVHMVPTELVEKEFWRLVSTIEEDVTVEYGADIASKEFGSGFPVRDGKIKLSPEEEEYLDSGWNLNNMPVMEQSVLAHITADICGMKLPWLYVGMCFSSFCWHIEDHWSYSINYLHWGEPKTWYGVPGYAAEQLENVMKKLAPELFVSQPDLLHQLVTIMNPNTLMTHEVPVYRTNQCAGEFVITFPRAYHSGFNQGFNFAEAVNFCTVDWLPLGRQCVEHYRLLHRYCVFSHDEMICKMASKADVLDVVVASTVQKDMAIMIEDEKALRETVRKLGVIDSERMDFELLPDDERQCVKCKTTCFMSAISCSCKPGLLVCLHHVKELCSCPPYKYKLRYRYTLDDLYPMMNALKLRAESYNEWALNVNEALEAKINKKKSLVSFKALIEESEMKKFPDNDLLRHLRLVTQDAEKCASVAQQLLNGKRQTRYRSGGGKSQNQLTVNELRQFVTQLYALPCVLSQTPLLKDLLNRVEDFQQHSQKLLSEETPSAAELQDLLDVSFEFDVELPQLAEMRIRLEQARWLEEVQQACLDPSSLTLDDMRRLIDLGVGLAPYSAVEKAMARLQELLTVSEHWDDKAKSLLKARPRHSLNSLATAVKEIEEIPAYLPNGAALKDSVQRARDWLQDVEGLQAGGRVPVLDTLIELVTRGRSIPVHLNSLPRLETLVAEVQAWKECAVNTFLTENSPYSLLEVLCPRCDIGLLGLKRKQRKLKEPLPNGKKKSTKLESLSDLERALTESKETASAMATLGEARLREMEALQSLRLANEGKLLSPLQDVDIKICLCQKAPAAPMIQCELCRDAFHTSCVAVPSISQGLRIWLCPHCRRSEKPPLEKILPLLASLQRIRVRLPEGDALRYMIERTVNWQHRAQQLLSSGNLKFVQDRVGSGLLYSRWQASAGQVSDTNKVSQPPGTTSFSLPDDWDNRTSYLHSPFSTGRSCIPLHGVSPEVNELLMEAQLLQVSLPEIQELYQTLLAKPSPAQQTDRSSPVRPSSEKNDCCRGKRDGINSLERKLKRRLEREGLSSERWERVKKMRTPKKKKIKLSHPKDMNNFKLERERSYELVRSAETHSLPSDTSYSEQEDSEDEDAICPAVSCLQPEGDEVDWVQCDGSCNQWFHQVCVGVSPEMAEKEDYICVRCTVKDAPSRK
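qHTS format, multiple compound concentrations. Buffer 50 mM HEPES pH 7.5/0.01% Tween-20; 200 nM KDM5BΔAP final; 10 min compound preincubation; substrate-mix levels 12.5 µM peptide, 25 µM α-KG, 0.25 mM NAD⁺; 30 min RT; ΔRFU.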
* hit, by the source's call; u = inconclusive; & = joins results of further samples; [ ] = remark or other dose. Potency is read from the fitted curve at half-maximal effect.

SMILES,KDM5B inhibitor
O=C(N/N=C/c1ccc(O)c(O)c1)C1CC1,u
O=C(c1ccc(Br)cc1)N1CCC(n2cnnc2C2CC2)CC1,19%
CC(CNC(=O)NCc1ccc(F)cc1)CN1CCN(C)CC1 (stereo not drawn),23%
O=C(NCc1cccc(Br)c1)c1cccn1-c1nnc(N2CCCCC2)s1,-15%
COc1ccc(Cl)cc1NC(=O)CN1CCN(S(=O)(=O)N2CCOCC2)CC1,-10%
O=C([C@@H]1C[C@H](Oc2ccccc2)CN1C(=O)C1CCCC1)N1CCCC1,23%
CCOc1cccc(/C=C2\N=C(SC)SC2=O)c1,-8%
COc1ccc(C(=O)N2CC(Oc3ccc(F)c(F)c3)C2)cc1,7%[149 µM]
COc1ccc(NC(=O)CCCN2C(=O)COc3ccc(C)cc32)cc1OC,u
O=S(=O)(NCCN1CCOCC1)c1ccc(Oc2ccccc2Cl)cc1,17%
COc1cc(S(=O)(=O)N2CCC(C(N)=O)CC2)c(OC)cc1Cl,13%
CC(=O)c1ccc(NC(=O)c2nn(C)c3c2CS(=O)(=O)c2ccccc2-3)cc1,9%
Cc1cc(C)cc(NC(=S)N2CCN(S(C)(=O)=O)CC2)c1,3%
COc1ccc(Nc2oc(/C=C/c3cccc(OC)c3)nc2C#N)cc1,u
CCn1ccc(-c2c(-c3ccccc3)ncn2CCN(C)S(C)(=O)=O)n1,18%
Cc1ccn2cc(-c3ccccc3)cc2c1,u
O=C(NCCc1ccccc1)c1ccc2c(c1)OCO2,-4%
COc1ccc(NC(=O)CSc2nc(N)c(NC(=O)c3cccs3)c(=O)[nH]2)cc1,25%
CCC(CC)C(=O)N1CCCN(S(C)(=O)=O)c2ccccc21,-10%
COc1ccc2c(=O)c(Oc3cc(C)cc(C)c3)coc2c1,6%
COc1ccc(OC)c(CCNC(=O)c2nn(C)c3c2CSc2ccccc2-3)c1,u
CCC(C)NC(=O)c1cccc(NC(=O)c2nsc3ccccc23)c1 (stereo not drawn),u
CCNc1c(NC(=O)Nc2ccc(C)c(Cl)c2)c(=O)oc2ccccc12,-21%
CC#CC(=O)N1CCCC(C(=O)Nc2ccc(-c3cccc(OC)c3)cc2)C1 (stereo not drawn),-10%
CC1(CCCCN2CCOCC2)COc2ccc(C(=O)Nc3ccc4[nH]ccc4c3)cc2N1 (stereo not drawn),-28%
COc1ccc(C(=O)Cc2cc3ccccc3oc2=O)cc1,36%
CC(C)C(C(=O)N1CCC2(CC1)CN(C)CCN2C)c1ccc(Cl)cc1 (stereo not drawn),21%
O=C(C[C@@H]1C[C@H]2O[C@H](CNC3CCOCC3)[C@@H](O)[C@H]2O1)N1CCOCC1,8%[86.2 µM]
O=C(Cc1ccccc1)c1ccc(Br)cc1,-3%
O=C(COc1ccc(F)cc1)N1CC(c2nnc(-c3ccncc3)o2)C2(CCOCC2)C1 (stereo not drawn),-2%
CC(C)CNC(=O)[C@H](C)NC(=O)OCc1ccccc1,10%
CN1CCN(CCC(=O)Nc2cccc(Br)c2)CC1,u
O=C(NCc1ccncc1)C1CN(Cc2cccs2)CC12CCOCC2 (stereo not drawn),-22%
CC(C)(C)NC(=O)CSc1nnc(-c2ccncc2)n1CC(F)(F)F,-13%
CCOC(=O)C1(Cc2ccccc2Cl)CCN(Cc2cccc3c2OCO3)CC1,7%
CCOCCn1c(CN2CCN(C(c3ccccc3)c3ccccc3)CC2)nc2c1c(=O)n(C)c(=O)n2C,22%
CCC(C)(CC(=O)O)CC(=O)Nc1cc(C(F)(F)F)cc(C(F)(F)F)c1 (stereo not drawn),6%
CC(C)(CNC(=O)Cc1n[nH]c(=O)c2ccccc12)c1ccc(Br)cc1,-11%
COc1ccc(Nc2cc(C)nc3c(C)c(C)ccc23)cc1,-25%
Cc1ccc(NC(=O)c2nn(C)c3c2CS(=O)(=O)c2ccccc2-3)c(Cl)c1,3%
CCCN(CC(=O)NC(=O)Nc1ccccc1)Cc1ccc(C#N)cc1,9%
Cc1nc2ccccc2c(C)c1CC(=O)NCc1ccc(OCC(F)(F)F)cc1,-4%
Cc1c(C)c2ccc(OCC(=O)c3ccccc3)c(C)c2oc1=O,6%
CC1=C(C(=O)Nc2ccc(F)cc2F)C2(CCCCCC2)OC1=O,-16%
CNC(=O)C(NC(=O)c1c(F)cccc1F)C(C)C (stereo not drawn),3%
COc1ccc(NC(C)=O)cc1NC(=O)C1CCCN1C(=O)C12CC3CC(CC(C3)C1)C2 (stereo not drawn),13%
Cc1c(-c2nc(-c3ccc(C(F)(F)F)cc3)no2)n(C)oc1=O,u
CCOc1ccc(-c2nc(CNC(=O)Nc3ccccc3Cl)c(C)o2)cc1,16%
CCOc1ccc(C(=O)NC2CCN(c3cc(-c4ccc(OC)cc4)[nH]n3)CC2)cc1OCC,20%
COc1ccccc1CN1CCCC(CN(CCN(C)C)C(=O)c2cccnc2)C1 (stereo not drawn),11%
Cc1ccc(C(=O)NCc2nc(-c3ccc(C)cc3)oc2C)cc1,-11%
Cn1c(=O)c2c(nc(CN3CCN(c4ccccc4F)CC3)n2Cc2ccccc2F)n(C)c1=O,1%
O=S(=O)(c1ccccc1)N1CCC(NCC2(O)CNCCOC2)CC1 (stereo not drawn),80%[activator]
O=[N+]([O-])c1cc(S(=O)(=O)Nc2cccc(Cl)c2)ccc1N/N=C/c1cccc(F)c1,18%
C=CCS(=O)(=O)N1CCC2(CCCN(CCCc3ccccc3)C2=O)C1 (stereo not drawn),24%
Cc1ccc2occ(CC(=O)Nc3ccc(S(=O)(=O)N4CCCC(C)C4)cc3)c2c1 (stereo not drawn),8%
Cc1ccc(CNC(=O)N2c3ccccc3CC2c2nc(C3CC3)no2)cc1 (stereo not drawn),u
Cn1c(CN2CCC(O)CC2)nnc1C1CCCN(Cc2ccccn2)C1 (stereo not drawn),u
Cc1noc(C)c1[S+](=O)([O-])N1CCC2(CC(c3cccc(C(F)(F)F)c3)=NO2)C1 (stereo not drawn),6%[115 µM]
O=C(c1ccccc1)N1CCC2(CC1)COc1ccccc1[S+](=O)([O-])N2,0%[115 µM]

Other entries follow.
SMILES,KDM5B inhibitor
CCCNC(=O)N1CCCC1C(=O)Nc1ccccc1-c1ccc(OC)cc1 (stereo not drawn),7%
CNC(NC(=O)c1ccc(Cl)cc1)C(Cl)(Cl)Cl (stereo not drawn),9%
CCOC(=O)CCNC(=O)N1CCCN(C(=O)C2CC2)C(c2ccccc2)CC(=O)NCC1 (stereo not drawn),-4%
Cc1ccc(C(=O)N2CCC(C(=O)NC3CCCCCC3)CC2)cc1,22%
CCc1noc(-c2cn(C3CCN(C(=O)c4ccc(F)cc4)CC3)nn2)n1,23%
Cc1cccc(N2CCN(c3c(CN4CCCC4)c(=O)oc4ccccc34)CC2)c1C,-16%
CC(C)Cn1c(SCc2noc(-c3ccccc3Cl)n2)nnc1N1CCOCC1,-8%
Cc1ccc(C)c(N2CCN(C(=O)Cn3nc(C)c4sc5ccccc5c4c3=O)CC2)c1,-6%
COc1ccccc1CNC(=O)c1cn(C)c2ccc(S(=O)(=O)N3CCC(C)CC3)cc2c1=O,-16%[11.5 µM]
CCSc1nc2c(c(=O)n(C)c(=O)n2C)n1CCc1ccc(OC)cc1,10%
C(=NCc1ccccc1)c1cn(-c2ccccc2)nc1-c1cccs1,-15%&2%
Cc1ccc(C(=O)Nc2ccc(S(=O)(=O)N3CCC(c4nc5ccccc5s4)CC3)cc2)cc1,-11%
CC(C)c1cc(C(=O)N2C[C@@H](C)[C@](O)(C3CC3)C2)n[nH]1,9%
C=CCn1c(N)c(C(=O)NCc2ccccc2)c2nc3ccccc3nc21,u
Cn1c(=O)c(=O)n(C)c2cc(C(=O)NCc3ccccc3Cl)ccc21,-30%
COc1ccc(N2CC(c3nc(-c4ccccn4)no3)CC2=O)cc1OC (stereo not drawn),-6%
O=C(Nc1ccc(CC(=O)N2CCOCC2)cc1)c1ccc(Cl)cc1,15%
CC1=C[C@@H](CNC(=O)NCc2ccccc2)[C@H](C(C)C)C[C@H]1CC(=O)NCc1cccnc1,6%
O=C(COc1ccc2ccc(=O)oc2c1)N1CCc2ccccc21,5%
COC(=O)c1ccccc1NC(=O)Cn1c(=O)n(CCCC(=O)NCc2ccccc2Cl)c(=O)c2ccccc21,-2%
Cc1cc(NC(=O)CSc2nnc(-c3ccc([N+](=O)[O-])cc3)o2)no1,11%
Clc1ccc(-c2nnn3c2nc(NC2CCCCC2)c2ccccc23)cc1,u
COc1ccc(/C=C(\C#N)C(=O)NC2CC2)cc1,4%
COc1ccc(OC)c(NC(=O)Cn2cc(C(=O)c3cccs3)c3ccccc32)c1,5%
CC(C)NC(=O)N1CCC2(CC1)CN(Cc1ccncc1)Cc1ccccc1O2,u
CC1=C[C@@H](CNC(=O)C2CCCCC2)[C@H](C(C)C)C[C@H]1Cc1nc2c(C)cccc2[nH]1,-17%[86.2 µM]
Cc1ccc(OCCC(=O)NC(CC(C)C)C(=O)N(C)C)cc1C (stereo not drawn),-5%
OCCC1CN(CCOc2ccc(F)cc2)CCN1CC1CCCCC1 (stereo not drawn),-2%
C[C@@H]1CN(S(=O)(=O)c2ccccc2)CC[C@@]1(O)C1CCOCC1,-11%
CCNC(=O)NC(=O)c1csc([N+](=O)[O-])c1,3%
Cc1cccc(NC(=O)C2CCN(C(=O)c3ncn4c3COC(c3ccccc3)C4)CC2)c1 (stereo not drawn),5%
CCOC(=O)COc1ccc2c(=O)c(Oc3ccccc3OC)coc2c1,u
COc1ccc(CCN2Cc3cc(NC(=O)c4ccccc4)ccc3OC(C)C2=O)cc1 (stereo not drawn),-6%
COCCCNC(=O)C1CCCN(c2nn3cc(-c4ccc(C)cc4)nc3s2)C1 (stereo not drawn),-28%
Cc1ccccc1Oc1c(CCC(=O)NCC2CC2)c(C)nn1-c1ccc(F)cc1,-14%
O=C(NCCn1ccc2ccccc21)c1cccc([N+](=O)[O-])c1,13%
Cc1c2cnn(-c3ccccc3)c(=O)c2c(C)n1CCCC(=O)NCc1cccc(Cl)c1,-10%
COc1ccc2ccc(OCc3nc(C(=O)N4CC(N5CCCCC5)C4)co3)cc2c1,2%
O=C(NCc1ccccn1)C1(c2ccccc2)CCC1,28%
O=C(c1cccc2c1CCN2C(=O)Nc1ccccc1)N1CCN(c2ccccc2)CC1,-7%
Cc1nnc(-c2cc(C(=O)NCc3ccco3)ccn2)n1Cc1cccnc1,-14%[86.2 µM]
Cc1cc(NC(=O)CN2CCN(c3nc(N4CCCC4)nc(N4CCCC4)n3)CC2)no1,0%
COP(=O)(OC)c1nc(-c2ccc([N+](=O)[O-])cc2)oc1NCc1ccccc1,-27%
CCCS(=O)(=O)c1ncc(Cl)c(C(=O)Nc2c(C(=O)c3ccccc3)oc3ccccc23)n1,9%&2%
CCOc1ccc2nc(SCC(=O)N3CCN(S(=O)(=O)c4ccccc4)C3)[nH]c2c1,16%
N#Cc1ccccc1S(=O)(=O)N1CCCC(c2nc3c(nnn3Cc3cccc(Cl)c3)c(=O)[nH]2)C1 (stereo not drawn),-17%
CCCCNC(=O)Cc1csc2nc(C)c(-c3cc(C)n(-c4cc(Cl)ccc4C)n3)c(=O)n12,25µM*
N#Cc1ccc(CCC(=O)c2cccs2)cc1,-10%
COC(=O)[C@]12C[C@H](CC(=O)N3CCCC3)C(=O)N(Cc3ccc(Cl)cc3Cl)C1=C[C@H](COCc1ccccc1)O[C@@H]2C,0%
Cc1ccc(Cl)cc1NC(=O)N1CCCC1c1ccco1 (stereo not drawn),19%
O=C1CCn2nnc(CNc3cccc(C(F)(F)F)c3)c2CN1Cc1ccccc1,1%[86.2 µM]
COP(=O)(OC)c1nc(-c2ccc(C)cc2)oc1N1CCCCC1,u
O=C(c1cc2c(s1)CCCC2)N1CCN(S(=O)(=O)c2ccccc2)CC1,7%
COCc1noc([C@@H]2CC(F)(F)CN2C(=O)Cc2c(C)noc2C)n1,-3%
C=CCNC(=O)N[C@H]1C[C@@H](C(=O)N[C@@H](C(=O)OC)C(C)C)N(C(=O)CSC)C1,18%[86.2 µM]
Cc1cccc(C(=O)N2CCCCCC2c2nc(-c3cccnc3)no2)c1 (stereo not drawn),6%
CCOC(=O)c1cnc2c(Cl)cc(Cl)cc2c1Nc1ccccc1OC,0%

Bioassay records: PubChem BioAssay, National Center for Advancing Translational Sciences (NCATS)

The list is partial; the hit share may differ from the screen's.
